Screening results deposited in PubChem BioAssay by The Scripps Research Institute Molecular Screening Center.
FBW7 act = FBW7 E3 ligase activators, primary screen, biochemical, AlphaScreen, human. F-box/WD repeat-containing protein 7 (Homo sapiens), Q969H0. AlphaScreen FBW7–phospho-cyclin E peptide binding, activator screen. normalized activity (activation), % at 26.1 µM. 650,000 compounds, 0.13% hits. AID 1259310, 2017; in the data active = normalized activity above about 1.9%;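 also: purified mutant Fbw7 with reduced substrate affinity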
GPR151 activ = activators of human GPR151, primary screen, cell-based, PathHunter beta-arrestin, luminescence | activation, % at 11.2 µM | PathHunter beta-arrestin GPR151 cells | 650,000 compounds, 1% hits; in the data active = activation above about 4.9%;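 also: 0% = median of compound wells and 100% = cells with positive control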
Target sequence (Q8TDV0 whole entry, looked up): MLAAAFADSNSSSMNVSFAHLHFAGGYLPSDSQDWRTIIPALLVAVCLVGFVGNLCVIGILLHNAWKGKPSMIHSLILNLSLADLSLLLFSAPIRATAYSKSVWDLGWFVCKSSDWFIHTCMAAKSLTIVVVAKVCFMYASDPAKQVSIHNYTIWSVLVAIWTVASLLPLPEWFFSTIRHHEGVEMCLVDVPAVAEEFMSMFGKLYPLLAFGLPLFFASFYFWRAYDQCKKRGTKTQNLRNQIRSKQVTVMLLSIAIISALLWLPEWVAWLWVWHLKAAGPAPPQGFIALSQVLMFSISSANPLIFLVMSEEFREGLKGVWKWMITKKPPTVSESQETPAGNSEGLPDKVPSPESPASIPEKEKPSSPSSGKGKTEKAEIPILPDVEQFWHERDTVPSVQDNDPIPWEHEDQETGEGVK
TEAD-YAP block = TEAD-YAP interaction inhibition, primary screen, TEAD-YAP interaction inhibitor project, luminescence, HEK-TIYL cells | 640,000 compounds, 1.4% hits | TEAD-Gal4/YAP UAS-luciferase luminescence | AID 1259422, 2018 | inhibition, % at 9.12 µM; in the data active = inhibition above about 32%;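 also: 0% = median of test compound wells and 100% = reference inhibitor wells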
MITF inh = MITF inhibitors, primary screen, biochemical, AlphaScreen, human | Microphthalmia-associated transcription factor (Homo sapiens), O75030 | AlphaScreen MITF homodimerization, bead proximity signal | AID 1259374, 2018 | inhibition, % at 2.6 µM | 650,000 compounds, 0.91% hits; in the data active = inhibition above about 50%;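 also: 0% = vehicle wells with protein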
Target sequence (O75030 whole entry, looked up): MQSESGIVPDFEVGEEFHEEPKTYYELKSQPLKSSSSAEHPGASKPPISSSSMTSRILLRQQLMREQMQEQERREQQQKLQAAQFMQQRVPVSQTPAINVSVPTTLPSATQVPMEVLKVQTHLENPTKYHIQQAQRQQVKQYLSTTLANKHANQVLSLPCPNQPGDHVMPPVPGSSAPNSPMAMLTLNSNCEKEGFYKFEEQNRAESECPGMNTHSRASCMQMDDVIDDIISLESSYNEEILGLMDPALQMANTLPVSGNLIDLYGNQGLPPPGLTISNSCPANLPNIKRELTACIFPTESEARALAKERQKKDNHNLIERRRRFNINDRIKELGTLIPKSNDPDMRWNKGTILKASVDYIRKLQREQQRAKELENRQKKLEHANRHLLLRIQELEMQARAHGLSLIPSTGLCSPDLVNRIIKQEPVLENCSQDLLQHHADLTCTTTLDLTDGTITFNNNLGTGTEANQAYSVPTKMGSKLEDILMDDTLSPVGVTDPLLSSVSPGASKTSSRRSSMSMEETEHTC
Starred values were filed as active, the others as inactive.

Each structure is followed by: FBW7 act	GPR151 activ	TEAD-YAP block	MITF inh
> CCCCOC(=O)c1c(C)oc2c1cc(NS(=O)(=O)c1ccc3c4c(cccc14)C(=O)N3)c1ccccc12
    0.5	-1.6	-28.3	13.0
> CCc1nnc(NC(=O)c2cc(OC)cc(OC)c2)s1
    0.2	-0.8	-13.6	8.7
> COc1nc(NCCc2ccc(O)cc2)nc(-c2ccc(C(N)=O)cc2)n1
    0.2	-1.8	-3.6	14.6
> Cc1sc2nc(C(C)C)n3c(SCC(=O)NNC(=O)C(C)C)nnc3c2c1C
    0.1	7.4*	3.4	6.3
> COc1cccc(-n2cc(C(=O)NCCC(=O)NC3CCCCCC3)c3ccccc3c2=O)c1
    0.3	-0.3	2.8	17.4
> CC(C)NC(=O)C(C)n1c2ccccc2c2cn[nH]c(=O)c21 (centres undefined)
    0.0	-0.3	6.3	-3.1
> Cc1cccc(NC(=O)/C(C#N)=C/c2ccc(Cl)cc2)n1
    -0.1	0.7	4.9	-1.2
> COCCCN1C(=O)/C(=C/c2ccco2)S/C1=N/S(=O)(=O)c1ccccc1
    -0.1	0.8	0.2	-2.4
> CC1CC(C)CN(C(=O)CN(C)S(=O)(=O)c2cnc[nH]2)C1 (centres undefined)
    -0.1	2.2	6.7	10.0
> Cc1noc(C)c1COc1cccc(C(=O)NC(C)(C)C)c1
    0.0	1.6	5.8	9.9
> COc1c(Br)cc(/C=N/NC(=O)c2cc(C)[nH]n2)cc1Br
    0.2	-1.9	-6.3	11.2
> CCOC(=O)C1=C(C)N=c2s/c(=C\c3ccc(OC)c(O)c3)c(=O)n2C1c1cccc(OC)c1 (centres undefined)
    0.5	-1.6	1.6	13.4
> O=C(C1CC(=O)N(c2ccccc2)C1)N1CCN(C(c2ccccc2)c2ccccc2)CC1 (centres undefined)
    -0.1	1.5	-3.5	-0.2
> Nc1cccc(Nc2ccccc2)c1
    -0.1	2.6	-10.8	2.3
> Clc1ccccc1-c1nnc2cccc(Cl)n12
    0.1	1.5	4.0	5.5
> CC(Sc1nnc(-c2ccc3nc[nH]c3c2)o1)C(N)=O (centres undefined)
    0.2	-0.4	10.9	1.3
> CSc1ccccc1NC(=O)c1c(C)noc1C
    -0.1	0.7	0.0	-3.1
> CCOC(=O)C(C(=O)Nc1cccc(Br)c1)C1CCCCC1 (centres undefined)
    0.0	1.8	-0.1	-6.5
> O=C1NC(c2ccccc2)C2CCCC3C(c4ccccc4)NC(=O)NC23N1 (centres undefined)
    0.0	-0.1	3.0	4.5
> CC(=O)Nc1ccc(C(=O)C(F)(F)C(F)Cl)c(NC(C)=O)c1 (centres undefined)
    0.1	0.3	0.5	-0.5
> CC1CCN(CCC(=O)Nc2ccc3c(c2)CCC3)CC1
    0.5	-0.8	-4.4	-1.9
> O=c1[nH]c(=O)c2nnc(N/N=C/c3ccccc3F)nc2[nH]1
    -0.1	-0.3	-12.0	7.7
> O=C(CCCN1C(=O)c2cccnc2C1=O)Nc1ccc(Br)cc1
    -0.1	-0.7	-6.7	8.5
> CCOc1cccc(-c2cc(C(=O)N3CCN(c4ccc(F)cc4)CC3)c3ccccc3n2)c1
    -0.2	2.3	2.0	1.8
> O=C(CC1C(=O)NCCN1Cc1ccc(F)cc1Cl)NCC1CCCCC1 (centres undefined)
    -0.1	-0.9	2.0	-5.3
> COc1ccc(C2C(C#N)=C(N)N(c3c(F)cccc3F)C3=C2C(=O)CCC3)cc1OC (centres undefined)
    0.3	-0.4	0.3	-0.3
> CCC(c1nnc(SCC(=O)NCC(F)(F)F)n1Cc1ccccc1)N(C)C (centres undefined)
    -0.1	0.7	0.9	-2.2
> CC(C)C[C@@H]1NC(=O)[C@@H]2C[C@H](NCc3nc(-c4ccc(F)cc4)cs3)CN2C1=O
    0.2	-1.4	20.4	7.4
> CCOc1ccc(C(c2sc3nc(C)nn3c2O)N2CCCCC2)cc1OC (centres undefined)
    0.1	0.1	5.3	3.6
> CC(=O)NCCNc1cccc2ccccc12
    0.0	0.3	-6.3	9.1
> Cc1ccc(OCC(=O)Nc2ccc(Br)cc2C(=O)O)cc1
    1.0	3.0	-2.3	8.9
> COc1ccc(S(=O)(=O)CCc2nnc(NC(=O)c3ccc(C(C)(C)C)cc3)s2)cc1
    0.1	-0.1	-16.2	0.1
> Cc1cccc(NC(=O)COc2cccc3c2CCN(Cc2cccnc2)C3=O)c1
    -0.1	0.4	-12.6	-3.6
> COC(=O)C1=C(C)NC(=O)C1(Nc1ccc(Cl)cn1)C(F)(F)F (centres undefined)
    0.5	-0.6	0.9	13.8
> CCOc1ccc2cccc(NC(=O)c3ccccc3Cl)c2n1
    0.8	-1.8	5.2	10.8
> CN1C(=O)C(C)(C)c2cc(S(=O)(=O)NCC(=O)NCC(=O)NC3CCCC3)ccc21
    -0.1	-0.4	1.8	-6.0
> Cc1noc(C)c1-c1nc(NCc2ccccc2)c2ncn(C3CCCCC3)c2n1
    0.3	-0.5	-20.7	13.2
> COC(=O)C1=C(C)NC(C)=C(C(=O)OC)C1C(=O)OCC(=O)c1ccc(F)cc1
    0.1	2.2	-2.8	-18.0
> COc1cccc(-n2c(=S)sc3c2nc(SCC(=O)O)n2c4ccccc4nc32)c1
    0.1	0.5	2.0	35.1
> COc1ccccc1CNC(=O)c1c[nH]c2ccc(S(=O)(=O)N(C)C3CCCCC3)cc2c1=O
    0.0	0.5	-6.1	-4.5
> COC(=O)C1=CN(CC2CCCO2)C=C(C(=O)OC)C1c1ccccc1Br (centres undefined)
    0.9	-1.0	-11.6	6.8
> CCOC(=O)CN(c1ccc(Cl)cc1)S(=O)(=O)c1ccc(OC)c(OC)c1
    0.2	1.1	-10.0	8.4
> CSc1ccc(C2C(C#N)=C(N)N(c3ncn[nH]3)C3=C2C(=O)CC(C)(C)C3)cc1 (centres undefined)
    0.2	-0.1	0.6	-7.0
> O=C(CC(c1ccccc1)c1ccccc1)NCC1(c2ccccc2)CCOCC1
    0.0	-1.9	-6.3	-17.2
> COc1nc(OC)nc(N(c2ccccc2)c2ccccc2)n1
    0.2	0.6	-11.4	10.1
> O=C(O)CCCCCNc1nnc(Cl)c2ccccc12
    -0.1	-0.3	-5.8	-8.8
> CCCCNC(=O)NNC(=O)c1ccc(Br)cc1
    0.3	1.9	3.4	15.7
> CCCC(c1nnnn1CC1CCCO1)N1CCN(c2nc3ccccc3s2)CC1 (centres undefined)
    0.0	-1.2	2.9	11.0
> COC(=O)/C(=C\c1ccccc1)NC(=O)c1ccc(I)cc1
    -0.1	0.1	0.4	8.4
> CCN1CNC(=S)N(c2ccccc2C)C1
    -0.1	2.5	-0.8	-5.6

Grouped by structure, those above containing an NH in an aromatic ring.
Each structure is followed by: FBW7 act	GPR151 activ	TEAD-YAP block	MITF inh
> CC(C)NC(=O)C(C)n1c2ccccc2c2cn[nH]c(=O)c21 (centres undefined)
    0.0	-0.3	6.3	-3.1
> CC1CC(C)CN(C(=O)CN(C)S(=O)(=O)c2cnc[nH]2)C1 (centres undefined)
    -0.1	2.2	6.7	10.0
> COc1c(Br)cc(/C=N/NC(=O)c2cc(C)[nH]n2)cc1Br
    0.2	-1.9	-6.3	11.2
> CC(Sc1nnc(-c2ccc3nc[nH]c3c2)o1)C(N)=O (centres undefined)
    0.2	-0.4	10.9	1.3
> O=c1[nH]c(=O)c2nnc(N/N=C/c3ccccc3F)nc2[nH]1
    -0.1	-0.3	-12.0	7.7
> COc1ccccc1CNC(=O)c1c[nH]c2ccc(S(=O)(=O)N(C)C3CCCCC3)cc2c1=O
    0.0	0.5	-6.1	-4.5
> CSc1ccc(C2C(C#N)=C(N)N(c3ncn[nH]3)C3=C2C(=O)CC(C)(C)C3)cc1 (centres undefined)
    0.2	-0.1	0.6	-7.0

Other results follow:
Each structure is followed by: FBW7 act	GPR151 activ	TEAD-YAP block	MITF inh
> COCc1nc(Cn2cnc3cc(C)c(C)cc32)no1
    -0.1	-0.3	-2.8	-2.2
> Cc1sc(NC(=O)C(Cl)(Cl)Cl)nc1-c1ccccc1
    0.1	0.9	6.8	2.2
> COc1ccc(N2C(=O)C(CC(=O)Nc3ccc(F)cc3)N(C3CCCCC3)C2=O)cc1 (centres undefined)
    0.1	3.9	5.6	-17.6
> CCc1cc2c(=O)n(-c3ccccc3)c(SCC(=O)c3ccccc3)nc2s1
    0.9	0.0	7.8	12.6
> CS(=O)(=O)c1cccc(C(=O)Nc2sccc2C#N)c1
    -0.2	-1.8	-25.8	-4.6
> O=C(CSCc1ccc(Cl)cc1)NC1CC1
    0.0	-0.2	-13.1	6.5
> O=C(CN(Cc1ccc(Br)cc1)S(=O)(=O)c1ccccc1)Nc1ccc2c(c1)OCCO2
    0.1	0.4	-3.9	14.4
> CC1=C(C(N)=O)C(c2ccc(Cl)cc2)n2nc(-c3ccc(F)cc3)nc2N1 (centres undefined)
    0.1	0.9	-4.7	8.9
> COc1cc(C(C)=O)ccc1OC(=O)C(C)N1C(=O)c2ccccc2C1=O (centres undefined)
    -0.1	-0.1	12.6	5.3
> CCOc1ccc(Nc2nc(N3CCCCC3)nc(N3CCCCC3)n2)cc1
    0.1	-0.4	1.0	4.9
> Cc1nc2c(ccc3nc(N)sc32)s1
    -0.2	0.2	-10.2	-3.2
> COc1ccc(-n2c(SCC(=O)Nc3ccccc3)nc(O)c(Cc3ccccc3)c2=O)cc1
    0.1	-0.2	1.7	-7.0
> Cc1ccc(-c2noc(=O)n2CC(=O)NC(C)C)cc1
    -0.1	0.4	-3.5	-1.6
> Cc1c(/C=N/Nc2nc(N)ncc2[N+](=O)[O-])c2ccccn2c1C(=O)c1ccncc1
    0.0	-0.2	0.2	7.1
> Cc1cc(=O)n(C)c(=O)n1CCCCCCN1CCOCC1
    -0.2	0.2	1.5	55.2*
> CC(C)Oc1ccc(C(=O)N(Cc2ccccc2)C2CCS(=O)(=O)C2)cc1 (centres undefined)
    0.1	-0.1	-7.3	-8.0
> O=C(c1cnn2c(C(F)F)cc(C3CC3)nc12)N1CCOCC1
    -0.1	-0.7	-13.3	-6.4
> COc1nc(Nc2nc3ccccc3c(=O)[nH]2)nc2ccc(C)cc12
    0.3	1.5	12.7	-0.6
> COC(=O)c1cc(S(=O)(=O)Nc2cccc(Cl)c2C)c[nH]1
    0.0	-0.2	-7.0	2.0
> CCCCn1c(SCC(=O)NCCc2ccccc2)nc2ccsc2c1=O
    -0.1	-1.6	-3.9	-8.3
> COC(=O)C1=C(N)Oc2c(oc(CO)cc2=O)C1c1ccc(C(=O)OC)cc1 (centres undefined)
    -0.3	-0.1	-4.7	-1.6
> CCC(=O)NCC(c1cccs1)S(=O)(=O)c1cccs1 (centres undefined)
    -0.1	1.1	-3.0	-4.5
> Cc1cccc(NC2=CC(=O)CC(C)(C)C2)c1
    0.0	-1.0	-4.7	17.2
> Cc1ccc(CNC(=O)N2c3ccccc3Sc3ccccc32)cc1
    0.1	-0.5	-16.0	11.2
> N#CC1=C(N)N2CCN3C(N)=C(C#N)C1(c1ccccc1)C23c1ccccc1 (centres undefined)
    0.1	-0.5	9.3	12.3
> C[C@H]1C(=O)N2CCN(C(=O)c3cccs3)C[C@@H]2C(=O)N1C
    0.2	-1.2	-3.4	6.4
> CCOc1ccc(C(=O)NCc2ccc(Cl)cc2)cc1OCC
    0.1	2.2	-4.6	0.1
> CCN(CC)S(=O)(=O)c1cc(C(=O)OC2CCCCC2=O)ccc1Cl (centres undefined)
    -0.2	-2.8	-4.1	-2.9
> CCOC(=O)c1c(NC(=O)C(C)Sc2nnc(CNC(=O)c3cccs3)n2-c2ccc(Br)cc2)sc2c1CCCC2 (centres undefined)
    0.1	-1.3	-2.8	1.8
> COC(=O)c1sc(NC(=O)CSc2nc3ccccc3cc2C)nc1C
    0.2	-0.6	-19.9	20.7
> CCCN(/C=C/C=C(\C(C)=O)C(=O)OC)CCC
    0.1	3.0	-8.9	-4.8
> COC(=O)C1Sc2[nH]c(=O)sc2C(c2ccc(Cl)cc2)C1C(=O)OC (centres undefined)
    -0.1	-0.2	-10.0	-12.2
> COc1cc(C2C(C#N)=C(N)OC3=C2C(=O)CC(C)(C)C3)ccc1OC(=O)N1CCOCC1 (centres undefined)
    0.1	1.0	10.8	7.0
> CCOC(=O)N1CCN(C(=O)CN(c2ccccc2OC)S(=O)(=O)c2ccc(C)cc2)CC1
    0.2	1.3	-23.7	32.8
> CCOC(=O)CN1C(c2ccc(F)cc2)Nc2ccc(Br)cc2C1c1ccccc1 (centres undefined)
    -0.1	-1.5	3.3	3.2
> COc1ccc(N2CC(NC(=O)N3CCN(Cc4ccccc4)CC3)CC2=O)cc1 (centres undefined)
    0.0	-3.1	5.2	8.7
> CC(=O)c1c(C)oc2ccc(N(C(=O)c3ccccc3)S(=O)(=O)c3ccc(Cl)c([N+](=O)[O-])c3)cc12
    0.1	0.2	-1.7	11.1
> Cc1ccc(NC(=O)CSc2cn(Cc3ccc(F)cc3)c3ccccc23)cc1
    -0.1	7.0*	-1.8	5.5
> O=c1c2c(nc3n1CCCCC3)sc1c(O)c(Br)ccc12
    0.1	-3.9	-22.6	17.7
